High-throughput results: PubChem BioAssay, Broad Institute
NIH3T3 HSF-1 reporter: decrease of heat-induced HSF-1 GFP reporter, dose response, NIH3T3 R4 cells, GFP/RFP, cherry-pick, set 3 (AID 493083); NIH3T3 R4 HSF-1 GFP reporter, heat shock, 48 h; activity change, negative = inhibition, % at the top dose, mostly 19.5 µM; hits show AC50 in µM; 2,400 compounds, 4% hits;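 active = compounds lowering signal whose fitted AC50 is at most ten times the top tested dose; inconclusive = flat fit with moderate inhibition, or poor curve fit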;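 note: 0% = neutral control wells and -100% = didemnin B positive control; many of its hits are not listed in these tables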
* = called active by the depositor; u = inconclusive. Some of the compounds tested; the hit share may differ from the screen's.

SMILES	NIH3T3 HSF-1 reporter
O=c1[nH]c(=O)n(Cc2ccccc2)c(O)c1C=NCCN1CCNCC1	-4%
COc1ccc(Oc2cc(NC(=O)c3nn(C)cc3[N+](=O)[O-])cc([N+](=O)[O-])c2)cc1	u
CC(=O)Cc1c[nH]c2ccccc12	-2%
CCC(C)NC(=O)CN1C(=O)CN=C(c2ccccc2)c2ccccc21 (stereo not drawn)	3%
O=C(Nc1ccccc1)NC1CC2CCC(C1)N2 (stereo not drawn)	-6%
O=S(=O)(c1ccccc1)N1CN2CCN(C2)C1	-12%
Cc1ccsc1/C=C1\C(=O)NC(=S)N(C)C1=O	11%
O=C1CC(N2CC=C(c3ccc(F)cc3)CC2)C(=O)N1c1ccc(F)cc1 (stereo not drawn)	2%

A section of the results above, as a working copy:
SMILES	NIH3T3 HSF-1 reporter
O=C(Nc1ccccc1)NC1CC2CCC(C1)N2 (stereo not drawn)	-6%
O=S(=O)(c1ccccc1)N1CN2CCN(C2)C1	-12%
Cc1ccsc1/C=C1\C(=O)NC(=S)N(C)C1=O	11%
O=C1CC(N2CC=C(c3ccc(F)cc3)CC2)C(=O)N1c1ccc(F)cc1 (stereo not drawn)	2%
